From PubChem
EWS-Fli inh: EWS/Fli-driven NR0B1 reporter inhibitors, primary screen, A673 cells, NR0B1 luciferase, luminescence, MLPCN library; 350,000 compounds, 0.67% hits; viability-normalised; AID 651661, 2012; inhibition, % at 12.6 µM;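 active = mean inhibition of at least 50% after viability correction, with every replicate also passing that limit; inconclusive = mean reaches 50% but only one of two replicates passes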;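 also: firefly luciferase signal divided by Alamar Blue viability fluorescence both relative to DMSO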
F508del corr: F508del CFTR correction, initial screen, CFBE line, single point. CFBE cells, YFP halide quenching; stimulated with forskolin plus potentiator P3; % fluorescence drop versus neutral controls. activity (quench increase), % at 7.58 µM. 350,000 compounds, 0.36% hits. AID 720511, 2013;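 active = mean added fluorescence quench of at least 8% versus neutral control, with both replicates also reaching 8%; inconclusive = only one of the mean or replicate conditions met; inactive = mean below 8% and not both replicates reaching 8%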;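 also: cells transiently co-express mutant CFTR-F508del with the halide-sensitive YFP; corrector assay measuring rescue of mutant channel to the surface after 24 h compound exposure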
INS-1E GSIS act: GLuc luminescence reporter in INS-1E cells, primary screen for activators of glucose-dependent secretion of insulin; activation, % at 16.6 µM; INS-1E GLuc reporter insulin secretion, 2-3 h; AID 743287, 2014; 370,000 compounds, 0.61% hits;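 active = lowest replicate activation of at least 40%, so every replicate reaches that level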;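 also: 0% = median of neutral control wells and 100% = median of IBMX positive control wells; some compounds called inactive have numbers as strong as hits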
DENV2 CPE: inhibitors of DENV2 cytopathic effect, primary screen, cell-based, plate reader, single concentration; CPE inhibition, % at 9.99 µM; 350,000 compounds, 1.7% hits; DENV2-infected cells, cytopathic effect rescue; AID 651640, 2012; in the data active = CPE inhibition above about 20%, passing the limit was not always enough; inconclusive = no clear call, values can overlap the other calls; tested in BHK-21 cells;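 also: 0% = median of neutral control wells and 100% = median of positive control wells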
PAX8 reporter: inhibitors of PAX8-driven TPO luciferase reporter, primary screen, RMG-I cells, single concentration | SteadyGlo, 24 h | 360,000 compounds, 1.2% hits | inhibition, % at 12.6 µM;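 active = mean replicate inhibition at least 60% with every replicate also reaching 60%; inconclusive = only one of the two criteria is met; inactive = mean below 60% and not all replicates reaching 60%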;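 also: luciferase light reporting Pax8 driven TPO promoter activity; plate controls were median of neutral control wells for no effect and mitoxantrone controls for full effect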
Xi reactivation: activators of inactive X chromosome reactivation, primary screen, imaging, XiGFP fibroblasts, GFP high-content imaging, set 2. AID 743238, 2013. XiGFP mouse fibroblasts, % GFP-positive cells imaging, 3 d; cells co-treated with 5-aza-dC sensitizer; scaled so ellipticine positive control = 100%. 360,000 compounds, 0.055% hits. activation, % at 7.58 µM;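 active = mean normalized replicate activation at least 10% and every replicate at or above 10%; inconclusive = only one of the two criteria met; inactive = mean below 10% and not all replicates reach 10%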;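 also: 0% = median of on-plate neutral control wells and 100% = ellipticine 6 µM median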
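System: 68-5-11 XiGFP fibroblast line | Buffer or medium: DMEM containing 5-aza-dC | Compound: Single point | Times: Compounds 3 days, fix/stain 15 min at room temperature | Benchmarks: Positive control ellipticine, 6 µM final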
ERp5 inh: inhibitors of ERp5-driven insulin aggregation, primary screen, biochemical, turbidity, absorbance 650 nm, single point; Protein disulfide-isomerase A6 (Homo sapiens), Q15084; 90 min; inhibition, % at 9.99 µM; 350,000 compounds, 0.05% hits; AID 651711, 2012;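 active = mean replicate inhibition above about 25%, with every replicate also reaching it, limit read from the data, passing the limit was not always enough; inconclusive = only one of those two criteria met; inactive = neither criterion met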
Target sequence (Q15084 whole entry, looked up): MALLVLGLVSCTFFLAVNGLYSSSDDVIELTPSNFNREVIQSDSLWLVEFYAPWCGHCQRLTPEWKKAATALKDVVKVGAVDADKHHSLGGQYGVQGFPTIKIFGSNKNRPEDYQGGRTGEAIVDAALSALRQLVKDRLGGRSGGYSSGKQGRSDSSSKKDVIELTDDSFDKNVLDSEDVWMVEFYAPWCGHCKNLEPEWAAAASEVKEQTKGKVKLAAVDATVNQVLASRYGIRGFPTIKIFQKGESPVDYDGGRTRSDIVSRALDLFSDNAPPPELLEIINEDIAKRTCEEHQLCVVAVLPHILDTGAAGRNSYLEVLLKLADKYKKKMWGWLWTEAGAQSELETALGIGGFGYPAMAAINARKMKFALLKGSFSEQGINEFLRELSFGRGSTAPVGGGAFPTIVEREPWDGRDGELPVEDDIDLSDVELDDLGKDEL
ARNT TACC3 PPI: disruptors of ARNT/TACC3 protein interaction, primary screen, biochemical, AlphaScreen, single concentration. Transforming acidic coiled-coil-containing protein 3 (Homo sapiens), Q9Y6A5. AlphaScreen His-ARNT PAS-B/GST-TACC3 binding, luminescence; TACC3 fragment carries E629A point mutation. inhibition, % at 9.99 µM. 390,000 compounds, 0.66% hits. AID 623870, 2012;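 active = mean inhibition of replicates at least 50% and at least half of replicates each reaching 50%; inconclusive = half or more replicates reach 50% but mean below 50%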;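 also: 0% = complete ARNT plus TACC3 wells and 100% = ARNT alone without TACC3; many hits fall short of the cut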
* hit, by the source's call; ? = inconclusive; · = no result given.

SMILES	EWS-Fli inh	F508del corr	INS-1E GSIS act	DENV2 CPE	PAX8 reporter	Xi reactivation	ERp5 inh	ARNT TACC3 PPI
O=C(CCCn1c(=S)[nH]c2cc3c(cc2c1=O)OCO3)NCCc1ccccc1Cl	-11	-2.0	9	-5	-3	0.0	7	0
CCC(=O)N1CC2(C1)CN(Cc1ccccc1Cl)[C@@H](CO)c1c2c2ccc(OC)cc2n1C	-7	-2.5	6	?	·	0.1	-2	·
CCCNC(=O)NC[C@@H]1[C@H](c2ccc(C3=CCCC3)cc2)[C@H](CO)N1C(=O)CC	-6	2.9	8	-8	7	-0.1	1	-1
NC(=O)CSc1nnc(Cc2ccc3c(c2)OCO3)o1	1	-0.4	·	-1	0	-0.1	-2	-6
C[C@H]1CN([C@@H](C)CO)C(=O)c2cccc(NC(=O)C3CC3)c2O[C@H]1CN(C)C(=O)Nc1ccc(F)cc1	8	-5.0	2	9	5	0.2	8	-6
COc1ccccc1C(=O)COC(=O)c1ccc(Cl)nc1	3	-1.4	7	-8	-8	0.1	1	6
CNc1cnc(-c2ccc(F)c(F)c2F)cn1	-105	-0.1	-5	4	-193	0.1	3	·
Nc1cc(=O)[nH]c(SCc2csc(-c3ccccc3)n2)n1	-2	·	15	?	-5	0.0	2	1
O=C(O)c1ccccc1C(=O)NC1=NN(c2ccccc2)CC1	7	-1.7	15	-1	12	0.1	2	0
CCN(CC)CCn1c(SCC(=O)NCCC2=CCCCC2)nc2c(sc3ccccc32)c1=O	5	1.4	-27	4	-14	0.1	2	-2
COc1ccc(NC(=O)C(Sc2nnc3ccccn23)c2ccccc2)cc1Cl (stereo not drawn)	13	·	5	-6	-13	-0.1	-5	-1
NS(=O)(=O)c1cccc(NC(=O)COC(=O)Cc2n[nH]c(=O)c3ccccc23)c1	6	0.3	-4	0	2	0.7	-3	5
COC(=O)C(C)NC(=O)C12CC3CC(C1)CC(c1ccc(C)cc1)(C3)C2 (stereo not drawn)	7	-1.3	-9	-6	-8	0.0	0	6
Cc1cccc(C)c1NC(=O)CN(C)C(=O)CSC(=S)N1CCCC1	-2	0.9	10	-9	0	0.0	2	-2
CCCN(CC(=O)Nc1ccccc1OC)C(=O)CCC(=O)c1ccc(Cl)s1	4	-0.9	-20	5	19	0.2	5	4
Cc1ccc(/C=C/c2nc3ccccc3[nH]2)o1	-5	0.0	-6	·	-122	-0.2	5	8
O=C(NCCCl)Nc1cccnc1Cl	-3	-0.5	4	2	4	0.0	1	-4
CN(CC(=O)Nc1cccc(Cl)c1)S(=O)(=O)c1ccc2[nH]c(=O)oc2c1	-3	2.0	24	-3	3	0.0	-1	2
O=C(CSc1nccn1-c1ccccc1)NCc1ccc(F)cc1	-4	1.8	0	-10	-2	-0.1	4	-1
CC(=Nc1ccc(Cl)cc1N)c1c(O)cc(C)oc1=O	-12	-1.0	14	?	-72	?	-8	·
CC1(Oc2ccc(F)cc2)CCN(Cc2ccccc2OC(F)F)C1 (stereo not drawn)	-10	1.8	9	?	46	0.0	3	·
O=C(C[C@@H]1CC[C@@H]2[C@H](COC[C@H](O)CN2S(=O)(=O)c2ccc(F)cc2)O1)N[C@H]1CCN(Cc2ccccc2)C1	-7	-1.7	5	-2	-9	0.0	-1	16
C=C(C)CSc1nc2ccccc2[nH]1	2	·	·	-2	-67	0.6	-6	-2
CCOc1cc(N2CCOCC2)c(OCC)cc1NC(=O)c1ccc(S(=O)(=O)N(C)C)cc1	5	-2.5	5	1	23	-0.4	-1	-1
CCC(=O)Nc1ccc2c(c1)C(=O)N(C)C[C@@H](OC)[C@@H](C)CN(C(=O)COC)[C@H](C)CO2	-7	-2.5	16	22*	5	0.3	4	-19

Entries of single compounds, quoted from the list. Values in the order: EWS-Fli inh | F508del corr | INS-1E GSIS act | DENV2 CPE | PAX8 reporter | Xi reactivation | ERp5 inh | ARNT TACC3 PPI
CC1(Oc2ccc(F)cc2)CCN(Cc2ccccc2OC(F)F)C1 (stereo not drawn) is listed with -10 | 1.8 | 9 | ? | 46 | 0.0 | 3 | ·
CCC(=O)Nc1ccc2c(c1)C(=O)N(C)C[C@@H](OC)[C@@H](C)CN(C(=O)COC)[C@H](C)CO2 is listed with -7 | -2.5 | 16 | 22* | 5 | 0.3 | 4 | -19

The listing continues:
SMILES	EWS-Fli inh	F508del corr	INS-1E GSIS act	DENV2 CPE	PAX8 reporter	Xi reactivation	ERp5 inh	ARNT TACC3 PPI
CC(C)NC(=O)Nc1cccc2c1O[C@@H](CN(C)Cc1ccc(C(=O)Nc3ccccc3N)cc1)[C@@H](C)CN([C@@H](C)CO)C2=O	5	1.7	-3	-4	38	0.0	4	·
C[C@H]1CCCCO[C@H](CN(C)S(=O)(=O)c2ccc(Cl)cc2)[C@@H](C)CN([C@@H](C)CO)C(=O)c2cc(NC(=O)Nc3ccccc3)ccc2O1	0	-3.3	-4	4	32	?	-4	-5
COc1ccc(C(=O)C2CCCN(C(=O)Cn3nc(C)nc3C)C2)cc1F (stereo not drawn)	2	0.3	1	2	6	0.0	3	·
CC(=O)c1c(C)[nH]c(C(=O)OCC(=O)c2ccc3c(c2)NC(=O)CO3)c1C	-3	0.8	5	-7	3	0.0	-2	-2
CCOC(=O)C1=CC[C@H]2c3c(c4ccccc4n3C)C(=O)C1N2C(=O)OC(C)(C)C	5	-0.1	-15	-20	12	0.0	5	-2
CCCN1C[C@@H](C)[C@@H](OC)CN(C)C(=O)c2ccc(NC(=O)c3ccccc3)cc2OC[C@@H]1C	0	0.0	-6	4	·	0.0	2	-2
Cc1cc(CN(C)C(=O)c2cc(COc3ccc4ncccc4c3)on2)on1	-1	1.5	-72	0	91*	·	-8	-1
O=C(C[C@H]1C=C[C@@H](NC(=O)c2ccccn2)[C@H](CO)O1)NCc1cc(F)cc(F)c1	-6	-0.2	6	·	-1	0.1	·	·
CCC(=O)N(C)C[C@H]1Oc2cc(C#CC3CC3)ccc2S(=O)(=O)N([C@@H](C)CO)C[C@@H]1C	4	-0.5	-2	?	·	0.2	-4	-2
COc1cc(NC(=O)c2cc(-c3ccco3)on2)cc(OC)c1OC	-6	2.2	-1	-2	10	0.1	4	·
O=C(O)CCNC(=O)c1ccc(NC(=O)Cc2ccc(Cl)cc2)cc1	-4	-0.5	-2	·	-10	0.0	11	7
CN1CCN(c2ccccc2NC(=O)c2sc3ccccc3c2Cl)CC1	13	-0.9	12	-8	20	0.1	8	7
CCOC(=O)c1c(C)[nH]c(C(=O)OCCOc2ccccc2C)c1C	-58	·	-13	7	-153	0.1	5	·
CCCCc1ccc(NC(=S)N2CCCC(C)C2)cc1 (stereo not drawn)	-18	-6.6	-14	-3	1	0.0	-11	-6
CCOc1ccc(Cn2cc(F)c(=O)[nH]c2=O)cc1	-1	1.0	·	?	-18	-0.1	3	·
Cc1cccc(C)c1NC(=S)N(CCCN1CCOCC1)Cc1cccnc1	6	-3.3	-1	1	5	-0.1	0	0
CCCCC1(CC(=O)OCC)SCCN1C(N)=O (stereo not drawn)	-3	3.9	-7	-4	4	0.0	-2	·
COc1ccc(C(=O)N2CCOC2CNC(=O)C(=O)NCc2ccccn2)cc1 (stereo not drawn)	-4	-1.9	-1	-7	-19	0.1	-7	·
Cc1ccc(NC(=O)c2nc[nH]c2C(=O)NCCCCNC(=O)c2[nH]cnc2C(=O)Nc2ccc(C)cc2)cc1	18	4.9	14	3	80*	0.5	2	0
O=C(c1ccccn1)N1CCN(S(=O)(=O)c2ccccc2)CC1	5	1.2	2	-7	-8	0.0	5	-5
CN1C(=O)c2cc(NC(=O)c3cccs3)ccc2OC[C@H]2O[C@@H](CC(=O)Nc3ccc4c(c3)COC4)CC[C@@H]21	1	2.0	9	0	·	0.2	-1	·
CCN(CC)S(=O)(=O)c1ccc(NC(=O)CSc2ncnc3ccccc23)cc1	·	·	-2	·	10	0.0	·	0
COC(=O)c1ccc(COC(=O)CCNS(=O)(=O)c2ccc(C)c(C)c2)cc1	9	-1.9	-27	?	7	0.0	11	-4
O=C(NCc1ccc(Cl)cc1Cl)Nc1nc([C@@H]2O[C@H](CO)[C@@H](O)[C@H](O)[C@H]2O)cs1	-6	-2.7	-5	5	-6	0.1	-4	·
C[C@@H]1CN([C@@H](C)CO)S(=O)(=O)c2ccc(C#CC3CC3)cc2O[C@H]1CN(C)C(=O)CN(C)C	5	2.7	-3	-7	·	0.2	0	5

Continuation.
SMILES	EWS-Fli inh	F508del corr	INS-1E GSIS act	DENV2 CPE	PAX8 reporter	Xi reactivation	ERp5 inh	ARNT TACC3 PPI
COc1ccc(S(=O)(=O)N(C)C[C@@H]2OCCCC[C@H](C)Oc3ccc(NC(=O)Nc4ccc(F)cc4)cc3C(=O)N([C@@H](C)CO)C[C@H]2C)cc1	4	-1.1	-26	-2	3	0.3	1	-2
C[C@@H]1CCCCO[C@@H](CN(C)Cc2ccccc2)[C@H](C)CN([C@H](C)CO)C(=O)c2cc(NS(=O)(=O)c3cccs3)ccc2O1	4	-0.4	-7	-4	6	0.1	0	-4
CCOC(=O)C1=C(c2ccccc2)NC(=O)NC1c1cc(OC)c(O)c([N+](=O)[O-])c1 (stereo not drawn)	7	-2.7	-14	-6	23	0.0	6	2
O=C(C[C@H]1CC[C@H]2[C@@H](COC[C@@H](O)CN2C(=O)c2ccccc2F)O1)N1CCCCC1	-1	-2.6	23	-14	-19	0.1	1	-2
O=Cc1[nH]c2ccccc2c1N(C(=O)CCl)c1ccc([N+](=O)[O-])cc1	18	-3.4	-26	-14	90*	0.2	·	-5
C[C@@H]1CN([C@H](C)CO)C(=O)c2cc(C#CC3(O)CCCC3)cnc2O[C@H]1CN(C)C(=O)C1CCC1	0	-1.3	-5	36*	2	-0.7	-3	-1
O=C(C[C@H]1CC[C@@H]2[C@H](COC[C@H](O)CN2Cc2ccc(F)cc2)O1)NCCc1ccccc1	-10	-4.1	5	-11	9	0.0	-3	-2
Cc1ccccc1S(=O)(=O)N1CC(=O)N2[C@H](CO)[C@H](c3ccc(C#CCC4CCCC4)cc3)[C@H]2C1	9	1.3	15	18	23	0.2	-5	·
COc1ccc(NC(=O)Nc2cccc3c2O[C@H](CN(C)S(=O)(=O)c2ccccc2)[C@H](C)CN([C@@H](C)CO)C3=O)cc1	-10	0.3	-4	80*	-23	0.0	-5	9
O=C(C1CCOCC1)N1CC(=O)N2[C@H](CO)[C@H](c3ccc(C#CC4CCCCC4)cc3)[C@@H]2C1	-1	-1.7	-9	-8	-29	0.2	-10	·
CCOC(=O)Cn1c(=O)oc2cc(S(=O)(=O)N3CCCc4ccccc43)ccc21	4	-1.3	-11	-4	13	0.0	-1	2
CCOC(=O)c1c(N2C(=O)CC(Sc3ccccc3C(=O)O)C2=O)sc2c1CCCC2 (stereo not drawn)	2	-3.7	-16	12	23	0.1	1	2
CCN(CC)c1ccc(C(=O)NNC(=O)CCNC(=O)c2ccccc2)cc1	-10	-0.7	·	-1	-21	-0.2	0	3
CCOC(=O)C1(C)CCN1C(=O)c1cc(-c2ccc(Cl)cc2)oc1C (stereo not drawn)	-4	-3.2	-7	6	-23	0.4	-5	·
